proKLK7 act – activators of human kallikrein-7 zymogen; AID 652039; P49862; purified proKLK7, EDANS-DABCYL substrate fluorescence; 100% is mature enzyme control, 0% vehicle; 370,000 tested, 0.9% active; activation, % at 7 µM;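 active means activation above the mean of all tested compounds plus 3 SD, computed per campaign excluding outliers beyond control limits, cut at about 13% in these data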
ADAM10 inh – inhibits human ADAM10 | O14672 | recombinant ADAM10, EDANS/DABCYL FRET peptide cleavage, 3 h | inhibition, % at 7 µM | 370,000 tested, 0.62% active;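 active means inhibition above a per-campaign cutoff equal to the mean of compounds falling between control-based bounds plus 3 SD, cut at about 20% in these data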;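 further: 0% = DMSO wells while the 100% control is not disclosed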
Tn6 DDE FP – disrupts Tn6 cyclic peptide binding to fibrin D-Dimer-E complex; inhibition, % at 8.3 µM; Fibrin DD(E) TRITC-Tn6 fluorescence polarization displacement; 370,000 tested, 0.21% active;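 active means inhibition above a per-campaign cutoff: mean of compounds within control limits plus 3 SD, cut at about 15% in these data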;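 further: 0% = median of all compound wells on the plate and 100% = blocking peptide control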
ASAP1 GAP inh – ASAP1 ArfGAP inhibition; inhibition, % at 16.5 µM; 360,000 tested, 0.19% active; AID 624377; Q9ULH1; ASAP1-stimulated ARF1 GTP hydrolysis, GDP FP detection; in the data active means inhibition above about 25%;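 further: 0% = vehicle with enzyme and substrate and 100% = no enzyme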
Target sequence (Q9ULH1 325-724 limits assumed): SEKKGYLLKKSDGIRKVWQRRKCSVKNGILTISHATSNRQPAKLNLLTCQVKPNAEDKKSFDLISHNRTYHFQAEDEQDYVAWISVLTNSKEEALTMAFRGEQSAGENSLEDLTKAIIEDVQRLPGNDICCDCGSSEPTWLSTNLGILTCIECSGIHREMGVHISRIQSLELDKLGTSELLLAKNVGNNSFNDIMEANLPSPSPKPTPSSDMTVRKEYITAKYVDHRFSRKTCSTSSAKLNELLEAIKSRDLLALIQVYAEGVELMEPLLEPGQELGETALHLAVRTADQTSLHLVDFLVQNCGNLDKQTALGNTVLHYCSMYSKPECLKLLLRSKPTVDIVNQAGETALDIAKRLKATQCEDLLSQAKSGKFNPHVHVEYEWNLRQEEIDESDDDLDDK
FXN GAA850 act – increases GAA850 frataxin promoter reporter activity. HEK293 lucGAA850 FXN promoter luciferase reporter, 24 h; percent of 10 µM SAHA response. activation, % at 6 µM. AID 540364. 360,000 tested, 0.56% active;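 active means activation above the average of all compounds screened plus 3 SD, cutoff fixed separately per campaign, cut at about 7.5% in these data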;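 further: 0% = DMSO wells and 100% = 10 µM SAHA wells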
rCAG RNA binder – binds r(CAG) RNA repeats; 370,000 tested, 1.3% active; inhibition, % at 3 µM; AID 651821; r(CAG) RNA repeat, TO-PRO-1 dye displacement fluorescence;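 active means inhibition above the plate cutoff, the mean of all test compounds on that plate plus 3 SD, cut at about 35% in these data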;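 further: 0% = DMSO alone and 100% = 100 µM mitoxantrone as full dye displacement; higher means more dye released from RNA so lower well fluorescence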
ARFGAP1 inh – rat ARFGAP1 inhibition; inhibition, % at 16.5 µM; 360,000 tested, 0.26% active; AID 651572; Q62848; Arfgap1-stimulated ARF1 GTP hydrolysis, GDP FP detection;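 active means inhibition above a per-plate limit, mean inhibition of low control wells plus 3 SD, cut at about 25% in these data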;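 further: 0% = DMSO wells with enzyme and 100% = wells lacking Arfgap1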
Target sequence (Q62848 1-136 limits assumed): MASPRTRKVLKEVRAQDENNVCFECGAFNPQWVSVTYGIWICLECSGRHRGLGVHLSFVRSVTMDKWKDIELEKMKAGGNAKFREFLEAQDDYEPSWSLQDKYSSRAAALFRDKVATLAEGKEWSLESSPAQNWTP
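System: truncated rat Arfgap1 GAP domain / Benchmarks: high control wells lacking Arfgap1, low control full reaction with DMSO / Times: compound-enzyme preincubation 20 min, reaction 120 min, detection 60 min, 25 °C / Repeats: one replicate per compound / Also added: human ARF1(Δ1-17)-GTP substrate / Measured by: Tracer-displacement fluorescence polarization with EDTA stop, 620/688 nm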
NPR1 activator – GC-A (human) enzyme activation; P16066; HEK293 GC-A cells, cGMP TR-FRET, EC30 ANP; 0% at EC30 ANP, 100% saturating ANP; activation, % at 10 µM; 370,000 tested, 0.14% active; in the data active means activation above about 40%
NPR2 activator – GC-B (human) receptor activation | activation, % at 10 µM | P20594 | HEK293-GC-B cells, CNP EC30, cGMP TR-FRET; 0% at EC30 CNP, 100% saturating CNP | AID 1920062 | 370,000 tested, 0.11% active;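 active means activation at 10 µM reaching about 35% in either raw or pattern-adjusted values, limit read from the data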
HGIII-sPLA2 inh – Blocks human group III sPLA2 activity | inhibition, % at 12.2 µM | 370,000 tested, 0.56% active | QFRET BODIPY PC-A2 liposome hydrolysis, fluorescence | Q9NZ20;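 active means inhibition above mean plus 3 SD of compounds lying within the high and low control bounds, cut at about 19% in these data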;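 further: 0% = median of test compound wells and 100% = no enzyme DMSO wells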
Target sequence (Q9NZ20 whole entry, looked up): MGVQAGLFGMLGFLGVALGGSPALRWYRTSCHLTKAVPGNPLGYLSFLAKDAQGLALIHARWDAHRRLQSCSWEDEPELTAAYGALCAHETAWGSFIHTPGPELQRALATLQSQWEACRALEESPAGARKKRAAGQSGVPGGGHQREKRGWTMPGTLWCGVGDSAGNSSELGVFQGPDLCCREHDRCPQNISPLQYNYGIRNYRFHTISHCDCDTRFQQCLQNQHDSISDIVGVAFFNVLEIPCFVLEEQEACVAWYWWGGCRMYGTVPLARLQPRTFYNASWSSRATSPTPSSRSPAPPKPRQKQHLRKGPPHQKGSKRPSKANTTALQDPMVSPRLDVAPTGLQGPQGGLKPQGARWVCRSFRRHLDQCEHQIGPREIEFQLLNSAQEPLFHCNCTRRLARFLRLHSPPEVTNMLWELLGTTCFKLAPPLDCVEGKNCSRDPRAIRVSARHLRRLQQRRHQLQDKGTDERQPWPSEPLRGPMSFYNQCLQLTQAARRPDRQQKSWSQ
The depositor's hits bear a star; / = not tested or not shown.

SMILES | proKLK7 act | ADAM10 inh | Tn6 DDE FP | ASAP1 GAP inh | FXN GAA850 act | rCAG RNA binder | ARFGAP1 inh | NPR1 activator | NPR2 activator | HGIII-sPLA2 inh
Cc1ccc(C(=O)N2CC(=O)NC(=O)C2)cc1 | -0.2 | 1 | -8 | 0 | -1.5 | -1 | -4 | 0 | 5 | 5
CCOC(=O)N1CCC(N(CCN(C)C)C(=S)Nc2ccc(OCC)cc2)CC1 | -0.2 | 1 | -2 | -7 | / | -4 | 5 | 3 | -2 | 3
COc1ccccc1NC(=O)COc1ccccc1C(=O)Nc1ccccc1 | -0.2 | 8 | -4 | 21 | 0.2 | 5 | 0 | -2 | -5 | -17
CCCCN(C(=O)CCC(=O)OCC(=O)NCc1ccccc1)c1c(N)n(CCC)c(=O)[nH]c1=O | 0.8 | -4 | 3 | 5 | -0.7 | 2 | 20 | -2 | 0 | 3
Cc1nc(Nc2ccccc2Cl)sc1C(=O)Nc1ccccc1 | 0.2 | 1 | -1 | -3 | 16* | 1 | 1 | -4 | -12 | -6
CCN(CC)S(=O)(=O)c1ccc(C(=O)NC(C)(C)C)cc1 | -0.5 | 0 | 1 | -7 | -0.1 | -4 | 14 | 0 | 9 | 2
CCC(C)(C)NC(=O)C(c1ccccc1)N(Cc1cccs1)C(=O)Cn1nnc2ccccc21 (stereo not drawn) | 0.5 | -3 | -4 | -6 | 6.4 | 0 | 1 | -30 | -27 | -32
CC1(NC(=O)N2CCCCC2)CCS(=O)(=O)C1 (stereo not drawn) | -0.9 | -3 | 2 | -8 | 1.6 | 0 | 5 | 2 | 5 | 9
Cc1ccccc1NC(=O)NNC(=O)c1ccc2ccccc2c1 | 0.2 | -3 | 0 | -14 | 1.4 | -2 | -3 | 3 | 7 | 1
COC(=O)[C@]12C[C@H](CC(=O)NCc3ccc(C)o3)C(=O)N(Cc3ccc(Cl)cc3Cl)C1=C[C@H](C1CCCC1)O[C@@H]2C | 0.6 | 8 | 7 | / | / | 8 | / | -19 | -18 | -16
Cc1nn(C)c(Cl)c1/C=C/C(=O)O | -0.1 | -2 | 4 | -8 | 2.9 | -4 | 1 | 0 | 1 | 5
CCc1nc(SCC(=O)Nc2nc3c(s2)CCCC3)c2ccccc2n1 | -0.2 | 5 | -1 | 1 | -2.2 | 2 | -4 | 7 | 9 | -4
O=C(CCc1nnc(Cc2ccc3c(c2)OCO3)o1)N(CC1CCC1)CC1CCCO1 (stereo not drawn) | 0.0 | 1 | -6 | -3 | 2.5 | -5 | -3 | 0 | -2 | -5
Cn1c(CCNC(=O)c2ccco2)nc2cc(NC(=O)c3ccccc3Cl)ccc21 | -1.1 | -3 | 3 | -4 | 2.2 | 1 | 11 | 2 | -4 | -2
COc1cccc(NC(=O)N2CCCc3ccccc32)c1 | -0.2 | -11 | 8 | 8 | 0.8 | -2 | -1 | -3 | 2 | 11
Cc1ncc([N+](=O)[O-])n1CCOC(=O)c1ccccc1 | -0.1 | 8 | 3 | 7 | 0.2 | 0 | -13 | -2 | -1 | 3
COc1cc(OC)c(/C=N/NC(=O)c2ccncc2)cc1Br | -1.9 | -5 | 1 | -2 | 1.2 | 7 | 1 | -16 | -3 | 8
Cc1cccc(C)c1NC(=O)CCCn1nc(C)c2c(C)n(-c3ccccc3)nc2c1=O | 0.3 | -7 | 0 | 10 | 1.5 | -4 | -5 | -3 | -1 | -2
COCCCNC(=O)c1cccc(C(=O)NCCCOC)c1 | -0.4 | 1 | -1 | -4 | 1.2 | 2 | -1 | -2 | 2 | -2
N#Cc1ccccc1OCC(=O)OCC(=O)c1c[nH]c2ccccc12 | -0.4 | 5 | -4 | -3 | -0.4 | 12 | -4 | 0 | -2 | -25
O=C(CSc1nc2c(oc3ccccc32)c(=O)n1CC1CCCO1)NCc1ccccc1 (stereo not drawn) | 0.1 | -5 | -1 | 13 | 0.6 | -1 | -5 | -3 | 3 | 15
CC(=O)NC(CC(=O)Nc1ccc(S(=O)(=O)Nc2nccs2)cc1)c1ccccc1 (stereo not drawn) | -0.1 | -8 | -5 | 6 | 2.7 | 8 | 9 | 1 | 2 | -3
O=C(Nc1nc2ccc(S(=O)(=O)N3CCCC3)cc2s1)C1CCCCC1 | 0.2 | -2 | 1 | 10 | -0.5 | 15 | 9 | 0 | -3 | -26
O=C1CC(C(=O)Nc2ccccc2C(=O)O)C(c2ccccc2)O1 (stereo not drawn) | -0.7 | -5 | 1 | -11 | -3.3 | 7 | 0 | 0 | 2 | 2
O=C(c1ccco1)N1CCN(Cc2cccc3ccccc23)CC1 | -0.6 | 1 | 3 | -13 | -1.0 | -6 | -21 | -5 | -1 | 1

(continued)
SMILES | proKLK7 act | ADAM10 inh | Tn6 DDE FP | ASAP1 GAP inh | FXN GAA850 act | rCAG RNA binder | ARFGAP1 inh | NPR1 activator | NPR2 activator | HGIII-sPLA2 inh
CCSc1ccccc1C(=O)NCc1ccc(S(N)(=O)=O)cc1 | -0.1 | -2 | -5 | -3 | 1.8 | -2 | 4 | 3 | -1 | -1
Cc1nc(SCc2nc3c(F)cccc3[nH]2)c2oc3ccccc3c2n1 | -0.8 | -6 | 5 | 6 | 5.2 | 5 | 9 | -1 | 2 | -2
CCC(C)NC(=O)c1ccccc1NC(=O)c1ccccc1N(C)S(C)(=O)=O (stereo not drawn) | -0.6 | -1 | 4 | 1 | 2.4 | -4 | 10 | 2 | 3 | -4
Cn1cnc([N+](=O)[O-])c1NCc1ccccc1 | 0.3 | -2 | -2 | -1 | -0.5 | -2 | -3 | 3 | 4 | 4
O=C(Cn1nnc2ccccc21)OCC(=O)c1ccc(F)cc1 | 0.1 | -7 | -4 | 6 | -0.3 | -4 | -11 | 0 | -7 | -13
COC(=O)c1ccc(NC(=O)C(=O)c2cn(CC(=O)N3CCOCC3)c3ccccc23)cc1 | 0.4 | 2 | -1 | 4 | 1.8 | 1 | -7 | 9 | -1 | -1
Cc1ccc(S(=O)(=O)N(C)C)cc1NC(=O)COC(=O)c1ccc(Cl)cc1 | -0.6 | 0 | 3 | 7 | -0.4 | 0 | -2 | -3 | 3 | -5
CCn1c(NC(=O)c2cccc(Cn3cc(Cl)cn3)c2)nc2ccccc21 | -1.8 | -16 | -2 | -1 | 0.2 | 2 | 7 | 3 | -1 | 6
O=c1cc(CO)oc(C(Nc2cccc([N+](=O)[O-])c2)c2ccccn2)c1O (stereo not drawn) | 0.7 | -18 | 0 | -3 | 0.7 | 1 | 0 | -2 | -10 | -1
Cc1ccc(-n2c(-c3ccncc3)nnc2-c2cccs2)cc1 | 0.9 | -15 | 10 | 2 | -0.9 | -5 | 0 | -4 | -2 | 3
CCOC(=O)N1CCN(C/C(Cl)=C/c2ccccc2)CC1 | 0.2 | 6 | -1 | 6 | 2.8 | -1 | -5 | 3 | 0 | 8
Cn1cc(S(=O)(=O)N2CCCC2)cc1C(=O)NCCc1ccccc1 | 0.3 | 6 | 5 | 11 | 2.1 | 2 | 2 | -6 | -1 | 2
CC(=O)Nc1nc2ccccc2n1CCOc1ccccc1Cl | -0.2 | -2 | 1 | -3 | 1.6 | 2 | -9 | 7 | 3 | 0
CCOC(=O)c1c(NC(=O)C2CCCN2S(=O)(=O)c2cccc3nsnc23)sc(C)c1C (stereo not drawn) | 0.3 | -9 | -3 | 9 | 1.5 | -1 | 10 | 0 | 1 | 13
CCCCOC(=O)C1=C(C)NC(=O)NC1c1ccc([N+](=O)[O-])s1 (stereo not drawn) | -0.1 | -4 | 4 | -15 | 2.0 | 8 | -8 | -5 | -7 | 6
C=CC[N+]1(CC(=O)NCc2ccc(NC(C)=O)cc2)CCOCC1 | 0.1 | -8 | -2 | 1 | 0.5 | -1 | -2 | 2 | -1 | -1
CCN(CC)C(=O)Cn1nc(Cc2ccncc2)c2ccccc2c1=O | -0.2 | -2 | -1 | / | / | 6 | / | 3 | 6 | 0
O=c1ccc2cc(S(=O)(=O)N3CCN(c4ccccc4)CC3)ccc2o1 | 0.6 | 11 | -2 | 1 | 1.4 | 0 | 15 | 0 | 0 | 0
Cc1cccc(N(Cc2ccccc2)C(=O)CN2C(=O)NC3(CCCC3)C2=O)c1 | -1.1 | -15 | -10 | 2 | 1.0 | 2 | -2 | -5 | -10 | 5
O=C(N/N=C/C(Br)=C/c1ccccc1)c1cc(-c2ccco2)[nH]n1 | -0.8 | -2 | -2 | 5 | 8.3* | 26 | 16 | -6 | -6 | -5
COc1ccc(-c2nn(-c3ccccc3)cc2C(=O)Nc2nc(CC(C)=O)ns2)cc1 | 0.5 | 7 | 0 | 1 | 4.0 | 29 | 11 | -3 | -4 | -37
Cc1ccc(OCCN2CCN(C)CC2)c([N+](=O)[O-])c1 | -0.1 | -20 | 3 | -5 | 3.0 | -3 | 9 | 0 | 2 | 22*
Cc1nc2c(n1C1CCCCC1)C(=O)c1ccccc1C2=O | -0.6 | -4 | -1 | -1 | 4.1 | -3 | 8 | 5 | -5 | 6
Cc1ccc(-n2ncc3c(=O)n(CC(=O)N(C(C)C)C(C)C)cnc32)cc1 | -0.1 | 4 | -6 | 15 | 1.0 | -4 | -14 | 2 | 0 | 11
CCCCNC(=O)C[C@H]1C[C@@]2(C(=O)OCC)CCCC3=C2N(CCC3)C1=O | -0.9 | 1 | 2 | / | / | -3 | / | 3 | 8 | 7
O=C(CC1SC(=Nc2cccc3ccccc23)N(Cc2ccccn2)C1=O)Nc1ccccc1Br (stereo not drawn) | 0.5 | -4 | -2 | 10 | 2.5 | 2 | 6 | -8 | 2 | -13
COc1ccc(C(=O)N2CCCC(Nc3ccc(C)c(C)c3)C2)cc1 (stereo not drawn) | 0.7 | -5 | 3 | 5 | -0.2 | -5 | 8 | -2 | -3 | 6
CNC(=O)CSc1nc2cc(S(=O)(=O)Nc3ccccc3OC)ccc2o1 | 0.2 | -7 | 4 | 3 | -0.1 | 0 | 11 | 3 | 2 | 6
O=C(CCC(=O)N(c1ccccc1)C(C(=O)NC1CCCC1)c1ccncc1)Nc1cccnc1 (stereo not drawn) | 0.3 | 3 | 8 | -12 | 0.1 | -9 | 1 | 3 | -5 | 1
O=C(c1cccc(Cl)c1)N1CCCC(c2ccc(Cl)cc2)=N1 | 0.0 | 9 | -4 | -13 | 1.0 | -3 | 11 | 1 | 4 | -11

A second format for part of the listing above:
Structure	proKLK7 act	ADAM10 inh	Tn6 DDE FP	ASAP1 GAP inh	FXN GAA850 act	rCAG RNA binder	ARFGAP1 inh	NPR1 activator	NPR2 activator	HGIII-sPLA2 inh
Cn1cc(S(=O)(=O)N2CCCC2)cc1C(=O)NCCc1ccccc1	0.3	6	5	11	2.1	2	2	-6	-1	2
CC(=O)Nc1nc2ccccc2n1CCOc1ccccc1Cl	-0.2	-2	1	-3	1.6	2	-9	7	3	0
CCOC(=O)c1c(NC(=O)C2CCCN2S(=O)(=O)c2cccc3nsnc23)sc(C)c1C (stereo not drawn)	0.3	-9	-3	9	1.5	-1	10	0	1	13
CCCCOC(=O)C1=C(C)NC(=O)NC1c1ccc([N+](=O)[O-])s1 (stereo not drawn)	-0.1	-4	4	-15	2.0	8	-8	-5	-7	6
C=CC[N+]1(CC(=O)NCc2ccc(NC(C)=O)cc2)CCOCC1	0.1	-8	-2	1	0.5	-1	-2	2	-1	-1

From PubChem
